ABCB1 block – ABCB1 efflux pump inhibitors, primary screen, cell-based, multiplex, flow cytometry, ABCG2 counter-screen; inhibition, % at 6.6 µM; hit rate 0.067% among 190,000; CCRF-Adr cells, JC-1 efflux; ATP-dependent translocase ABCB1 (Homo sapiens), P08183; AID 1326, 2008; in the data active = inhibition above about 40%;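 note: 0% = vehicle and 100% = reference inhibitor; higher value means more JC-1 retained so stronger ABCB1 efflux block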
Avidin bead fluor – green autofluorescence of compounds with avidin beads – biophysical, 488/530 nm, flow cytometry, artefact control, profiling panel | fluorescence (KMESF) at 10 µM | compound fluorescence 488/530 nm; active compounds read high | hit rate 0.38% among 220,000; in the data active = fluorescence above about 47; note: inactives centre near 10
Rac1 mut GTP – GTP binding modulators of activated mutant Rac1, primary screen, biochemical, bead-based flow cytometry, multiplex, fluorescent GTP | Ras-related C3 botulinum toxin substrate 1 (Homo sapiens), P63000 | GST-Rac1 activated beads; actives lie on both sides; 100% means binding = to untreated wells | percent activity (GTP binding), % at 10 µM | hit rate 0.11% among 190,000;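 active = GTP binding at least 20 percentage points away from the 100% baseline, in either direction, so actives lie on both sides; inconclusive = Compound likely fluorescent itself, or too few beads counted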
Rab2 wt GTP – modulators of GTP binding to Rab2A wildtype, primary screen, biochemical, dog, bead-based flow cytometry, multiplex. Ras-related protein Rab-2A (Canis lupus familiaris), P61105. GST-Rab2 wt beads, Bodipy-GTP binding. GTP binding activity, % at 10 µM. hit rate 0.19% among 190,000. AID 760, 2007;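 active = GTP binding activity at least 20 points away from 100%, either lowered or raised; inconclusive = signal likely due to the compound's own green fluorescence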;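 note: 0% = beads with excess unlabeled GTP and 100% = no-compound control corrected for plate trend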
Cdc42 wt – modulators of GTP binding to wildtype Cdc42, primary screen, biochemical, multiplex bead flow cytometry, Bodipy-GTP; Cell division control protein 42 homolog (Homo sapiens), P60953; hit rate 0.2% among 190,000; AID 761, 2007; percent activity (GTP binding), % at 10 µM; GST-Cdc42 beads; actives lie on both sides;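 active = percent activity GTP binding at least 20 points away from the 100% baseline, either down as inhibitor or up as activator; inconclusive = compound flagged as likely green fluorescent from well-wide comparison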;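 note: median bead fluorescence of bound Bodipy-FL-GTP at 100 nM; 0% = excess unlabeled GTP control and 100% = no compound control; below 100% means less GTP binding so inhibitor and above means activator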
Target sequence (P60953 whole entry, looked up): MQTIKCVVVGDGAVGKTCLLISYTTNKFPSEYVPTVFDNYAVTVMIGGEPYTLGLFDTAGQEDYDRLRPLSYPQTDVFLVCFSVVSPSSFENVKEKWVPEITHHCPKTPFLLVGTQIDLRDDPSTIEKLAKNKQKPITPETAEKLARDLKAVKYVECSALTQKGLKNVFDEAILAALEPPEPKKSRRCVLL
HRas wt GTP bind – modulators of GTP binding to HRas wildtype, primary screen, biochemical, bead-based flow cytometry, multiplex. GTPase HRas (Homo sapiens), P01112. GST-Ras wt beads, Bodipy-FL-GTP binding; actives lie on both sides. GTP binding activity, % at 10 µM. hit rate 0.14% among 190,000. AID 759, 2007;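 active = GTP binding activity at least 20% away from the 100% baseline, either lowered as inhibitor or raised as activator; inconclusive = flagged as likely green fluorescent, judged across all proteins in the well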;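 note: 0% = unlabeled GTP competition control and 100% = no-compound control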
Target sequence (P01112 whole entry, looked up): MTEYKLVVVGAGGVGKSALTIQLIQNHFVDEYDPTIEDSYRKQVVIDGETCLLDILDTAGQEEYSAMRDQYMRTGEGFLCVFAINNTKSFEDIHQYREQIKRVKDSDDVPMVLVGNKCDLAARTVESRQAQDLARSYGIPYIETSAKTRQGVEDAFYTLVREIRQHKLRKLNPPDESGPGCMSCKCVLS
ABCG2 inh – ABCG2 efflux pump inhibitors, primary screen, multiplex with ABCB1, IgMXP3 cells, flow cytometry | JC-1 efflux | inhibition, % at 6.6 µM | hit rate 0.1% among 190,000;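 active = inhibition above 80%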;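 note: 0% = DMSO and 100% = nicardipine control wells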
Target sequence (Q9UNQ0 whole entry, looked up): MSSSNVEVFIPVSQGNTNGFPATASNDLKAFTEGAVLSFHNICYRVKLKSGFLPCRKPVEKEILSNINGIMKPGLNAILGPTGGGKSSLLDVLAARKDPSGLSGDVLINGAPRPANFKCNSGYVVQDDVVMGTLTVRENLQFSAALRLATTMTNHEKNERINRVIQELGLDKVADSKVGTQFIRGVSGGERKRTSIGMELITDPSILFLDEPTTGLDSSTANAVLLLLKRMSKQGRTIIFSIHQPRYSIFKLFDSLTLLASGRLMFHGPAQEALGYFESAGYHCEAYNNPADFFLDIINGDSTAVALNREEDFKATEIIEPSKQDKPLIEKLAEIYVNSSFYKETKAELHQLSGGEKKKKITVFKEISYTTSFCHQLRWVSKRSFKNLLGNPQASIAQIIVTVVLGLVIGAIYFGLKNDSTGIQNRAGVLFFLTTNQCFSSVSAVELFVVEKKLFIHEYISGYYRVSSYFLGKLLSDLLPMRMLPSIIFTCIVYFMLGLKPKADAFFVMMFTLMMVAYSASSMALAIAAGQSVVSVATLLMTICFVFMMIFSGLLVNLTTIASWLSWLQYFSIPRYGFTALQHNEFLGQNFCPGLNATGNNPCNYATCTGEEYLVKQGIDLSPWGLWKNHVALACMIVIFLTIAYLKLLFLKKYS
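Read-out basis: Efflux inhibition in percent versus controls | Test system: ABCG2 IgMXP3 and barcoded ABCB1 CCRF-Adr cell mix | Quantity: 3 million cells/mL in well | Schedule: 10 min at 25 °C | Control set: Nicardipine as high control, DMSO as low control | Reagent: JC-1 as fluorescent efflux pump substrate | Signal: Flow cytometry of retained JC-1 fluorescence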
Pf gamet viab – late stage P. falciparum gametocyte viability inhibitors, primary screen, ATP luminescence, HTS; P. falciparum stage V gametocytes, 24 h; inhibition, % at 10.9 µM; hit rate 0.065% among 150,000; AID 743093, 2013;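 active = inhibition above the mean plus 3 SD of compounds within the control limits, set per campaign, cut at about 38% in these data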;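 note: 0% = DMSO wells and 100% = medium only without gametocytes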
GSH bead fluor – compound fluorescence on glutathione beads, profiling panel, artefact control, biophysical, 488/530 nm, flow cytometry; GSH beads flow cytometry, compound fluorescence 488/530 nm; active compounds read high; fluorescence (KMESF) at 10 µM; hit rate 0.25% among 190,000; in the data active = fluorescence above about 89;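 note: glutathione beads carrying GST-tagged Bcl family fusion proteins plus one bare bead set; values are compound well signal with DMSO vehicle wells as background; inactives centre near 16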
Rab7 wt GTP bind – modulators of GTP binding to Rab7, primary screen, biochemical, wildtype, multiplex bead flow cytometry. Rab7 GTPase wild type (dog), Bodipy-FL-GTP binding. GST-Rab7 beads, fluorescent GTP binding; actives lie on both sides; untreated = 100%, excess cold GTP = 0%. GTP binding activity (percent of control), % at 10 µM. hit rate 0.055% among 190,000. AID 758, 2007;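 active = fluorescent GTP binding to Rab7 beads changed by at least 20 points from the 100% baseline, either direction, mostly lower; inconclusive = compound itself probably fluorescent, or too few beads counted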;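 note: median green fluorescence of bound Bodipy-FL-GTP per Rab7 bead population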
Rac1 wt modul – wildtype Rac1 GTP binding modulators, primary screen, biochemical, GST-Rac1 beads, flow cytometry, multiplex; Ras-related C3 botulinum toxin substrate 1 (Homo sapiens), P63000; fluorescent GTP binding; actives lie on both sides; 0 = cold GTP competed, 100 = untreated; GTP binding activity (% of control), % at 10 µM; hit rate 0.27% among 190,000; AID 757, 2007;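 active = GTP binding activity at least 20 points away from the 100% control level, either lower or higher; inconclusive = compound flagged as likely green fluorescent, judged across all proteins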
Numbers without * were called inactive.

For CCN(CC)C(=S)SCC(=O)Nc1nc(=O)c2ccccc2s1 the results were ABCB1 block -0.3, Avidin bead fluor -1, Rac1 mut GTP 96, Rab2 wt GTP 95, Cdc42 wt 94, HRas wt GTP bind 96, ABCG2 inh -1, Pf gamet viab -10, GSH bead fluor 5, Rab7 wt GTP bind 93 and Rac1 wt modul 99.
`Cc1ccc(S(=O)(=O)Nc2ccc3c(c2)n(C)c(=O)n3C)c(C)c1` gave ABCB1 block 1.1, Avidin bead fluor 8, Rac1 mut GTP 94, Rab2 wt GTP 98, Cdc42 wt 95, HRas wt GTP bind 96, ABCG2 inh 3, Pf gamet viab 16, GSH bead fluor 18, Rab7 wt GTP bind 97 and Rac1 wt modul 99.
`CCOCCCNC(=O)Cn1cnc2sc(C)c(S(=O)(=O)N3CCN(c4ncccn4)CC3)c2c1=O` gave ABCB1 block 1.3, Avidin bead fluor 7, Rac1 mut GTP 96, Rab2 wt GTP 98, Cdc42 wt 96, HRas wt GTP bind 97, ABCG2 inh 5, Pf gamet viab -11, GSH bead fluor 21, Rab7 wt GTP bind 102 and Rac1 wt modul 97.
C=CCn1c(SCC(N)=O)nnc1-c1cc(Br)ccc1O was read as ABCB1 block 2.1, Avidin bead fluor 8, Rac1 mut GTP 100, Rab2 wt GTP 100, Cdc42 wt 102, HRas wt GTP bind 101, ABCG2 inh 13, GSH bead fluor 19, Rab7 wt GTP bind 98 and Rac1 wt modul 101.
`S=C(NCc1ccccc1)N1CCc2ccccc2C1` gave ABCB1 block 0.2, Avidin bead fluor 6, Rac1 mut GTP 98, Rab2 wt GTP 96, Cdc42 wt 96, HRas wt GTP bind 96, ABCG2 inh 6, Pf gamet viab -3, GSH bead fluor 12, Rab7 wt GTP bind 98 and Rac1 wt modul 98.
NC(=O)NC(c1ccccc1)c1cccc2ccccc12 (stereo not given) was read as ABCB1 block 0.6, Avidin bead fluor 9, Rac1 mut GTP 89, Rab2 wt GTP 92, Cdc42 wt 95, HRas wt GTP bind 93, ABCG2 inh 2, Pf gamet viab 16, GSH bead fluor 32, Rab7 wt GTP bind 93 and Rac1 wt modul 87.
Screening COCCCN=Cc1c(C)[nH]n(-c2ccc(Br)c(C)c2)c1=O returned ABCB1 block 2.5, Avidin bead fluor 5, Rac1 mut GTP 100, Rab2 wt GTP 98, Cdc42 wt 100, HRas wt GTP bind 98, ABCG2 inh 18, Pf gamet viab 11, GSH bead fluor 7, Rab7 wt GTP bind 98 and Rac1 wt modul 102.
O=C1C2C3CCC(C3)C2C(=O)N1Cc1ccco1 (stereo not given) was read as ABCB1 block 0.0, Avidin bead fluor 2, Rac1 mut GTP 105, Rab2 wt GTP 103, Cdc42 wt 102, HRas wt GTP bind 103, ABCG2 inh -2, Pf gamet viab 8, GSH bead fluor 6, Rab7 wt GTP bind 101 and Rac1 wt modul 104.
For Cn1c(=O)c2c(nc(NNC(=O)C(F)(F)F)n2C)n(C)c1=O the results were ABCB1 block 0.9, Avidin bead fluor 11, Rac1 mut GTP 94, Rab2 wt GTP 97, Cdc42 wt 97, HRas wt GTP bind 96, ABCG2 inh 24, Pf gamet viab 8, GSH bead fluor 10, Rab7 wt GTP bind 105 and Rac1 wt modul 97.
`C#CCOCCOCCOCCNc1nc(N2CCN(C(=O)Cn3cc(CCCCN)nn3)CC2)nc(N2CCN(C(=O)Cn3cc(CC(C)O)nn3)CC2)n1` (stereo not given) gave ABCB1 block 0.2, Avidin bead fluor 9, Rac1 mut GTP 100, Rab2 wt GTP 100, Cdc42 wt 104, HRas wt GTP bind 101, ABCG2 inh 2, GSH bead fluor 18, Rab7 wt GTP bind 96 and Rac1 wt modul 105.
Screening COc1cc(-n2cnnn2)ccc1S(=O)(=O)N1CCOCC1 returned ABCB1 block 0.1, Avidin bead fluor 10, Rac1 mut GTP inconclusive, Rab2 wt GTP inconclusive, Cdc42 wt inconclusive, HRas wt GTP bind inconclusive, ABCG2 inh 2, Pf gamet viab 5, GSH bead fluor 11, Rab7 wt GTP bind inconclusive and Rac1 wt modul inconclusive.
For CCCOc1ccc(-c2nn(-c3ccccc3)cc2/C=C2\SC(N)=NC2=O)cc1 the results were ABCB1 block 0.3, Avidin bead fluor 1, Rac1 mut GTP 101, Rab2 wt GTP 104, Cdc42 wt 103, HRas wt GTP bind 104, ABCG2 inh 1, Pf gamet viab 10, GSH bead fluor 6, Rab7 wt GTP bind 101 and Rac1 wt modul 105.
`O=C(N/N=C/c1c(O)ccc2ccccc12)c1cccc(C(F)(F)F)c1` gave ABCB1 block 2.4, Avidin bead fluor 8, Rac1 mut GTP 91, Rab2 wt GTP 86, Cdc42 wt 93, HRas wt GTP bind 92, ABCG2 inh 23, Pf gamet viab -28, GSH bead fluor 12, Rab7 wt GTP bind 96 and Rac1 wt modul 92.
N#C/C(=C\c1ccc(C#N)cc1)C(=O)N1CCCC1 was read as ABCB1 block -0.1, Avidin bead fluor 23, Rac1 mut GTP 97, Rab2 wt GTP 98, Cdc42 wt 96, HRas wt GTP bind 97, ABCG2 inh 1, GSH bead fluor 11, Rab7 wt GTP bind 102 and Rac1 wt modul 96.
Screening CSCC[C@H](NC(=O)c1ccc(Cl)c([N+](=O)[O-])c1)c1nc2ccccc2[nH]1 returned ABCB1 block 2.1, Avidin bead fluor 8, Rac1 mut GTP 102, Rab2 wt GTP 103, Cdc42 wt 105, HRas wt GTP bind 105, ABCG2 inh 22, GSH bead fluor 12, Rab7 wt GTP bind 103 and Rac1 wt modul 103.
For CC(=O)N1CCC(=NNc2ccnc3cc(Cl)ccc23)CC1 the results were ABCB1 block -0.3, Avidin bead fluor 10, Rac1 mut GTP 98, Rab2 wt GTP 95, Cdc42 wt 93, HRas wt GTP bind 95, ABCG2 inh 0, Pf gamet viab -22, GSH bead fluor 12, Rab7 wt GTP bind 95 and Rac1 wt modul 97.
`CCOC(=O)/C(C#N)=C1/C(=O)N(Cc2ccccc2)c2ccccc21` gave ABCB1 block -0.1, Avidin bead fluor 7, Rac1 mut GTP 97, Rab2 wt GTP 96, Cdc42 wt 98, HRas wt GTP bind 96, ABCG2 inh 2, Pf gamet viab 2, GSH bead fluor 21, Rab7 wt GTP bind 98 and Rac1 wt modul 97.
For Cc1cn(S(=O)(=O)c2ccc(Br)c3ccccc23)cn1 the results were ABCB1 block -0.2, Avidin bead fluor 14, Rac1 mut GTP 91, Rab2 wt GTP 96, Cdc42 wt 96, HRas wt GTP bind 97, ABCG2 inh 1, GSH bead fluor 42, Rab7 wt GTP bind 99 and Rac1 wt modul 94.
Screening CCOC(=O)c1[nH]cnc1C(=O)NC1CCCCC1 returned ABCB1 block 0.1, Avidin bead fluor 9, Rac1 mut GTP 98, Rab2 wt GTP 102, Cdc42 wt 102, HRas wt GTP bind 103, ABCG2 inh 2, GSH bead fluor 45, Rab7 wt GTP bind 104 and Rac1 wt modul 105.
CSc1nsc(/C=C/Nc2ccc(C)c(C)c2)c1C#N was read as ABCB1 block -0.8, Avidin bead fluor 9, Rac1 mut GTP 94, Rab2 wt GTP 98, Cdc42 wt 97, HRas wt GTP bind 97, ABCG2 inh -1, Pf gamet viab 15, GSH bead fluor 10, Rab7 wt GTP bind 97 and Rac1 wt modul 99.
CC1=C(C(=O)Nc2cc(C)ccn2)C(c2cnn(C)c2)C2=C(CC(c3ccccc3)CC2=O)N1 (stereo not given) was read as ABCB1 block 4.3, Avidin bead fluor 8, Rac1 mut GTP 98, Rab2 wt GTP 98, Cdc42 wt 101, HRas wt GTP bind 100, ABCG2 inh 3, Pf gamet viab 0, GSH bead fluor 21, Rab7 wt GTP bind 96 and Rac1 wt modul 101.
O=C(Cc1nc(=O)c2ccccc2s1)Nc1ccccc1 was read as ABCB1 block 0.6, Avidin bead fluor 9, Rac1 mut GTP inconclusive, Rab2 wt GTP inconclusive, Cdc42 wt inconclusive, HRas wt GTP bind inconclusive, ABCG2 inh 2, Pf gamet viab -18, GSH bead fluor 16, Rab7 wt GTP bind inconclusive and Rac1 wt modul inconclusive.
For COc1cc(/C=N/NC(=O)CN2CCCCC2)ccc1OCc1ccc(Br)cc1 the results were ABCB1 block 0.7, Avidin bead fluor 10, Rac1 mut GTP 102, Rab2 wt GTP 101, Cdc42 wt 98, HRas wt GTP bind 101, ABCG2 inh 7, GSH bead fluor 9, Rab7 wt GTP bind 94 and Rac1 wt modul 102.
For CCCn1c(NC(=O)c2ccc(F)cc2)nc2ccccc21 the results were ABCB1 block -0.1, Avidin bead fluor 10, Rac1 mut GTP 97, Rab2 wt GTP 97, Cdc42 wt 97, HRas wt GTP bind 97, ABCG2 inh 1, Pf gamet viab 14, GSH bead fluor 17, Rab7 wt GTP bind 97 and Rac1 wt modul 100.
`COC(=O)Cn1ncn2cccc2c1=O` gave ABCB1 block 1.2, Avidin bead fluor 28, Rac1 mut GTP 99, Rab2 wt GTP 100, Cdc42 wt 98, HRas wt GTP bind 101, ABCG2 inh 7, GSH bead fluor 21, Rab7 wt GTP bind 97 and Rac1 wt modul 103.
COc1ccccc1-c1noc(CCC(=O)Nc2ccccc2Cl)n1 was read as ABCB1 block 0.9, Avidin bead fluor 10, Rac1 mut GTP 99, Rab2 wt GTP 96, Cdc42 wt 105, HRas wt GTP bind 102, ABCG2 inh 13, Pf gamet viab 4, GSH bead fluor 22, Rab7 wt GTP bind 98 and Rac1 wt modul 106.
For COc1ccc(CN2C(=O)c3ccccc3C(/C=N\OCc3ccc(F)cc3)C2=O)cc1 (stereo not given) the results were ABCB1 block 0.6, Avidin bead fluor 34, Rac1 mut GTP 96, Rab2 wt GTP 94, Cdc42 wt 96, HRas wt GTP bind 96, ABCG2 inh 1, Pf gamet viab 10, GSH bead fluor 18, Rab7 wt GTP bind 94 and Rac1 wt modul 94.
Screening O=S(=O)(Cc1ccccc1)N1CCCCC1 returned ABCB1 block -0.2, Avidin bead fluor 32, Rac1 mut GTP 99, Rab2 wt GTP 99, Cdc42 wt 100, HRas wt GTP bind 99, ABCG2 inh 0, GSH bead fluor 24, Rab7 wt GTP bind 100 and Rac1 wt modul 105.
